# High-throughput results (PubChem BioAssay)
# GRK2 inh: compounds blocking aptamer binding on GRK2 – biochemical, human GRK2, bead flow cytometry, HTS, primary screen. Beta-adrenergic receptor kinase 1 (Homo sapiens), P25098. FAM-aptamer displacement from GRK2. inhibition of aptamer binding, % at 10 µM. 330,000 compounds, 0.59% hits. AID 488847, 2010;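 active = inhibition of aptamer binding above 40%, roughly 3 SD of noise, on plates passing a quality check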;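 note: median bead fluorescence of bound FAM aptamer so fluorescent compounds give negative values; no value below 0 was filed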
# MCL1 BIM primary: inhibitors of MCL1 binding to BIM-BH3, primary screen, biochemical, fluorescence polarization; Induced myeloid leukemia cell differentiation protein Mcl-1 (Homo sapiens), Q07820; GST-MCL1 / FITC-Bim-BH3 fluorescence polarization; inhibition, % at 10.9 µM; 320,000 compounds, 0.68% hits; AID 2057, 2009;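 active = inhibition above the mean inhibition of all tested compounds plus 3 SD, set per campaign, cut at about 40% in these data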;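 note: 0% = DMSO wells and 100% = unlabeled Bim-BH3 peptide control; higher means more loss of mP so more displacement of Bim peptide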
# Target sequence (Q07820 whole entry, looked up): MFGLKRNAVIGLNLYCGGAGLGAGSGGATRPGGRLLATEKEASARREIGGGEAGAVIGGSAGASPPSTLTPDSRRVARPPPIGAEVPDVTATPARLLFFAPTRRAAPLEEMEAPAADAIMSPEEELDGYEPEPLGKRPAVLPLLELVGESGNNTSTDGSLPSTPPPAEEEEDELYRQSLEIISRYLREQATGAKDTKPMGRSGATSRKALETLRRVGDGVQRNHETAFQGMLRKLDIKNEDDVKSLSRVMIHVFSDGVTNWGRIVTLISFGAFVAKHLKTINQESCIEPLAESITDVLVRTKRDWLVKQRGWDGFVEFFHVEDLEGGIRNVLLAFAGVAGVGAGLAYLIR
# Fam108B counter: mouse Fam108B serine hydrolase inhibitors, primary screen, counter-screen for RBBP9 inhibitor project, biochemical, fluorescence polarization | recombinant Fam108B, FP-Rh probe fluorescence polarization | 300,000 compounds, 0.33% hits | inhibition, % at 9.51 µM;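 active = inhibition above the screen mean inhibition plus 3 SD, computed separately per campaign, cut at about 18% in these data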;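 note: inhibitors lower polarization as less probe binds the enzyme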
# PME-1 inh: PME-1 inhibitors via competitive probe labeling, primary screen, biochemical, fluorescence polarization, FP-Rh probe, HTS; recombinant PME-1; 320,000 compounds, 0.53% hits; inhibition, % at 5.9 µM; Protein phosphatase methylesterase 1 (Homo sapiens), Q9Y570;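 active = inhibition above the campaign mean of all compounds plus 3 SD, cut at about 26% in these data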;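 note: competitive labeling of PME-1 active site by serine hydrolase directed probe; 0% = PME-1 with DMSO and 100% = wells lacking PME-1 enzyme; inhibitors block probe labeling so polarization falls and inhibition rises; many of its hits are not listed in these tables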
# BCLXL inh: inhibitors of human Bcl-xL, primary screen, biochemical, fluorescence polarization, HTS; Bcl-2-like protein 1 (Homo sapiens), Q07817; GST-Bcl-xL / FITC-Bim BH3 peptide fluorescence polarization; inhibition, % at 10.9 µM; 320,000 compounds, 0.7% hits;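 active = inhibition above the mean of all tested compounds plus 3 SD, cutoff set per campaign, cut at about 30% in these data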;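 note: 0% = DMSO wells and 100% = unlabeled Bim-BH3 peptide competitor; inhibitors lower millipolarization by displacing the labeled peptide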
# Target sequence (Q07817 whole entry, looked up): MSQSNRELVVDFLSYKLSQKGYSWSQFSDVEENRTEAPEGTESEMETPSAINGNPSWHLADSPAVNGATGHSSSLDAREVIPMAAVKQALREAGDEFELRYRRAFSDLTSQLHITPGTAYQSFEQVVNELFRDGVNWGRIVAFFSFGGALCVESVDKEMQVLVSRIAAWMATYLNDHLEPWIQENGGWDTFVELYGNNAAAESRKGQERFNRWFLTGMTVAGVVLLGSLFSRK
# Efflux pump mplx: inhibitors of Candida efflux pumps in yeast, primary screen, S. cerevisiae, Nile Red, multiplex | AID 485275, 2010 | S. cerevisiae Candida pump triplex | inhibition, % at 10 µM | 330,000 compounds, 0.44% hits;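 active = plate passing quality check with inhibition over a set limit, or well fluorescence over plate mean plus 4 SD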;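 note: Nile Red retained in pooled yeast measured as flow cytometry median fluorescence; 0% = buffer negative control and 100% = Enniatin B positive control; higher means more Nile Red kept so more efflux inhibition; some compounds called inactive have numbers as strong as hits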
# MEX-5 binding: MEX-5 zinc finger RNA-binding disruptors – biochemical, C. elegans, fluorescence polarization, MLPCN library, primary screen; Zinc finger protein mex-5 (Caenorhabditis elegans), Q9XUB2; MEX-5/FITC-TCR2 RNA binding; hits give low values; activity score (negative = inhibition of binding), % at 10 µM; 300,000 compounds, 0.38% hits; AID 1832, 2009;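 active = inhibition past about -25% in most replicates, and total fluorescence under double the plate's negative control median, limit read from the data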;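 note: 0% = DMSO and -100% = 5 µM competing unlabeled TCR2 RNA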
# VLA-4 inh: inhibition in human VLA-4 binding assay, primary screen, VLA-4 allosteric modulator project, MLPCN library, flow cytometry, VLA-4 expressing cells. AID 2557, 2010. inhibition, % (about 7 µM as worked out from the volumes in the protocol). 330,000 compounds, 0.2% hits. Integrin alpha-4 (Homo sapiens), P13612. ligand binding flow cytometry; in the data active = inhibition above about 50%
# GLD-1 TGE inh: GLD-1/TGE RNA complex disruptors, primary screen, biochemical, fluorescence polarization; Female germline-specific tumor suppressor gld-1 (Caenorhabditis elegans), Q17339; purified GLD-1 + fluorescein TGE RNA; inhibition, % at 5.96 µM; 320,000 compounds, 0.44% hits; AID 2280, 2010;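 active = percent inhibition above a per-plate cutoff, the plate mean of test compounds plus 3 SD, cut at about 30% in these data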;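 note: 0% = DMSO wells with GLD-1 and probe and 100% = wells lacking GLD-1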
# Target sequence (Q17339 whole entry, looked up): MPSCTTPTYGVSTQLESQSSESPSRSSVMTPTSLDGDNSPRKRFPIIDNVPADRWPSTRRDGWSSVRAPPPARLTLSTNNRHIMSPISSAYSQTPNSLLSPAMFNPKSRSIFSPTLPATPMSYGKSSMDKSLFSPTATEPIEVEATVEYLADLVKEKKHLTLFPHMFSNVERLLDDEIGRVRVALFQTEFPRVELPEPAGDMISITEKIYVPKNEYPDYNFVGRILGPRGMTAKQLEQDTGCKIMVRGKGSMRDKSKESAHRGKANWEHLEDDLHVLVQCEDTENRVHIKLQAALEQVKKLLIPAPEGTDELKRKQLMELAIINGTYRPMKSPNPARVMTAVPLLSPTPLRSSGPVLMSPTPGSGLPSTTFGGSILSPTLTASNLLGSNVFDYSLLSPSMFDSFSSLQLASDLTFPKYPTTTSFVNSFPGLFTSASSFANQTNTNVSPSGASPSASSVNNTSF
# * = called active by the depositor; / = not tested or not shown. These rows are one share of the data; rates above refer to the full screens.
compound,GRK2 inh,MCL1 BIM primary,Fam108B counter,PME-1 inh,BCLXL inh,Efflux pump mplx,MEX-5 binding,VLA-4 inh,GLD-1 TGE inh
COc1cc(C(=O)NCc2nnc(SCC(=O)N3CCOCC3)o2)cc(OC)c1OC,0,-6,0,-3,1,0.6,-0.7,0,-5
CCN1CCn2c1nc(N1CCOCC1)nc2=O,0,4,2,4,-1,0.1,1.0,3,-5
O=C(CSc1nc2ccccc2c(=O)n1-c1ccc(F)cc1F)Nc1ccc(N2CCOCC2)cc1,1,4,11,2,0,19*,0.4,-2,6
CCOc1cc(CN2CCCC(CO)(Cc3ccc(F)cc3F)C2)ccc1OC (stereo not given),0,2,-2,0,2,0.1,2.7,-1,4
CCCCCCSc1ccc(-c2nc3ccc(C)cn3c2NCc2ccccc2)cc1OC,/,23,4,7,22,/,1.9,/,5
COC(=O)c1cccc(N2C(=O)c3cccnc3C2=O)c1,0,1,5,-4,4,0.0,0.9,10,1
COc1cccc(CN(C)C(=O)/C=C/c2ccc(S(=O)(=O)N3CCCCCC3)cc2)c1,0,3,-1,-1,-3,-0.1,-0.1,-12,0
CCOC(=O)c1c(S(=O)(=O)N(C)Cc2ccccc2)c(C)n(C)c1C,4,-2,0,4,-2,0.5,-0.3,-1,4
Cc1onc(-c2ccccc2Cl)c1C(=O)N1CCc2ccccc2C1,2,0,6,-5,4,1.3,-0.6,1,8
Cc1cccc(C)c1NC(=O)COC(=O)c1cc[n+]([O-])cc1,5,5,-1,1,3,-0.1,0.0,6,1
Cc1ccc(S(=O)(=O)n2nc(C)c(Br)c2C)c(C)c1C,0,-7,-1,-2,-5,0.3,1.1,7,-1
Cc1ccc(C2OC(=O)c3ccccc32)cc1 (stereo not given),0,4,0,-5,2,0.1,-1.1,-2,2
Cn1nnnc1SCC(=O)Nc1cc(S(=O)(=O)N2CCCC2)ccc1Cl,0,-3,0,1,-3,-0.1,1.1,10,6
Cc1noc(C)c1COC(=O)c1ccc2ccccc2n1,3,-23,-5,-9,-11,0.4,-1.4,2,-1
Cc1cccc(NC(=O)c2csnn2)n1,34,-12,0,-1,-3,0.1,0.5,-17,-4

compound,GRK2 inh,MCL1 BIM primary,Fam108B counter,PME-1 inh,BCLXL inh,Efflux pump mplx,MEX-5 binding,VLA-4 inh,GLD-1 TGE inh
Cc1cccc(CC(=O)Nc2c3c(nn2-c2cccc(Cl)c2)CS(=O)C3)c1 (stereo not given),3,3,0,-1,1,-0.1,0.1,14,-2
Cc1cc(CN2CCCCC2)oc1C(=O)O,0,0,2,-2,5,-0.1,-4.4,-2,5
O=C1OCCN1CC(=O)N1CCc2c([nH]c3ccccc23)C1c1ccccn1 (stereo not given),5,11,-2,-2,6,-0.1,-0.8,-4,11
COc1c(OC(C)=O)ccc(/C=C/c2ccc3cccc(OC)c3n2)c1[N+](=O)[O-],1,-2,7,1,3,-0.2,-2.1,19,7
CCc1cccc2sc(N3CCN(C(=O)c4ccc([N+](=O)[O-])o4)CC3)nc12,4,-2,4,3,4,0.0,1.6,-9,1
COc1cc(C2C(C(=O)N3CCOCC3)=C(C)NC3=C2C(=O)CCC3)ccc1OC(C)=O (stereo not given),1,5,-3,-4,4,-0.1,-2.2,8,0
Cn1c(=NC(=O)CN2C(=O)C3CC=CCC3C2=O)sc2ccccc21 (stereo not given),0,-4,-2,2,1,0.6,-2.4,16,-6
COc1ccc([C@H]2CC(=O)C=C(c3cc(Cl)ccc3OC)C2)cc1,3,1,/,-2,-1,0.0,/,2,2
Cc1cc(C)cc(NC(=O)CN2CCC(NC(=O)c3cccc(F)c3)CC2)c1,0,-1,-2,-1,0,0.1,1.8,38,-2
COCCn1c(-c2ccccc2)cnc1SCC(=O)Nc1cccc2ccccc12,0,3,3,4,1,-4.9,0.7,11,10
C=CCN1C(=O)c2ccccc2Sc2ccc(C(=O)NCCC)cc21,0,-4,2,-4,5,-0.1,3.0,-16,-6
CN=C(N)NCCC[C@H](N)C(=O)O,0,-3,3,-5,2,-0.1,/,13,8
CN(Cc1ccccc1F)C(=O)COc1ccc(C(=O)c2ccccc2)cc1,0,-19,0,-2,-7,0.0,-2.4,5,4
O=C(Nc1ccc2c(c1)OCCO2)c1cccnc1Oc1ccc(Cl)cc1,0,0,-2,-6,2,0.1,-0.2,10,1
O=C(Nc1cccc(Cl)c1)OCc1cn(-c2ccccc2)nn1,0,6,-2,-7,5,0.0,-0.4,3,-6

compound,GRK2 inh,MCL1 BIM primary,Fam108B counter,PME-1 inh,BCLXL inh,Efflux pump mplx,MEX-5 binding,VLA-4 inh,GLD-1 TGE inh
O=C(CN1CCN(C(=O)CNC(=O)c2ccc3c(c2)OCO3)CC1)Nc1ccc(F)cc1,2,2,/,-1,3,0.0,/,14,-3
Cc1cc2nc(C)n(CCCNC(=O)Nc3ccccc3)c2cc1C,0,1,4,2,0,0.2,-2.0,13,9
O=C(OCCCOC(=O)c1cc[n+]([O-])cc1)c1cc[n+]([O-])cc1,0,-5,4,-1,0,0.0,-0.8,-7,-4
N#Cc1ccc(S(=O)(=O)N2CCN(CC(=O)NCC3(N4CCOCC4)CCCCC3)CC2)cc1,0,-5,/,0,-5,-0.2,/,-2,-3
Cc1c(N2C(=O)C(=O)/C(=C(/O)c3ccc(Br)cc3)C2c2cccnc2)c(=O)n(-c2ccccc2)n1C (stereo not given),3,-1,1,0,11,-0.2,-5.9,4,10
N/C(=N\OC(=O)Cc1ccc(-c2ccccc2)cc1)c1cccc([N+](=O)[O-])c1,0,0,-2,-2,-1,-0.1,-0.2,-1,0
COc1ccc(N2CC(C(=O)NCCc3ccc(Cl)cc3)CC2=O)c(OC)c1 (stereo not given),0,-10,-4,-3,-2,0.1,2.8,-4,-7
CCOc1ccc(C(C)=O)cc1CN1C(=O)C(=O)N(CC)C1=O,0,-7,-5,-2,-1,0.1,2.6,36,-2
O=C(CSc1nc(-c2ccccc2)cs1)NCCN1C(=O)CSC1=O,1,3,0,0,2,0.3,2.9,8,0
COC(=O)C(C)Sc1nnc(Cc2cc(=O)[nH]c(=O)[nH]2)n1-c1cc(C)ccc1C (stereo not given),0,0,0,2,1,0.1,1.0,-14,4
COc1ccc(C(=O)Nc2nc3ccccc3[nH]2)cc1OC,0,-2,2,-9,-1,0.2,-1.1,/,-3
O=C(NC(=S)Nn1cnnc1)c1ccccc1Br,0,16,3,8,3,0.0,-1.5,-4,1
Cc1cc(C)c(C(N)=O)c(SCC(=O)c2cc(C)c(C)cc2C)n1,2,12,1,10,8,-0.2,-0.3,28,-4
COc1ccc(CN2CCN(C(=O)c3cccs3)CC2)cc1,0,-7,-1,-1,-8,0.2,1.2,-23,3
COc1cccc(OC)c1C(=O)Nc1ccc(Br)c(C(=O)c2ccccc2)c1,5,4,1,2,2,-0.1,-1.4,-1,2

compound,GRK2 inh,MCL1 BIM primary,Fam108B counter,PME-1 inh,BCLXL inh,Efflux pump mplx,MEX-5 binding,VLA-4 inh,GLD-1 TGE inh
COc1ccc(-n2ncc(C(C)NS(=O)(=O)c3cc(F)ccc3C)c2C)cc1 (stereo not given),3,/,/,/,/,0.1,0.3,5,/
Cc1cc(NC2CCCCC2)nc(N2CCOCC2)n1,0,0,-2,0,4,0.1,-0.7,46,2
COc1cc(OC)c(NS(=O)(=O)c2cc(C(=O)OC(C)C(=O)NC3CC3)c(Cl)cc2Cl)cc1Cl (stereo not given),1,-1,0,11,-3,-0.1,1.2,-1,0
COc1ccc(-n2cnc3sccc3c2=O)cc1,5,4,1,1,6,0.1,0.3,-6,-2
Cn1c(SCC(=O)Nc2cccc(S(=O)(=O)N3CCOCC3)c2)nnc1-c1ccncc1,0,-8,0,-1,-3,-0.2,-0.9,11,-1
CCC(C)NC(=O)Cn1c(COc2ccc(Cl)cc2Cl)nc2ccccc21 (stereo not given),0,2,-3,6,1,0.0,0.2,-8,7
Cc1nc(C)c(C(=O)OCC(=O)N2CCN(c3ccccc3)CC2)s1,1,7,-2,-3,5,0.0,-3.1,3,5
Cc1cc(C)c2cc(CN(Cc3ccco3)C(=O)NCc3ccccc3)c(=O)[nH]c2c1,0,-2,-4,4,1,-0.1,1.0,-1,6
O=C(Nc1ccccn1)c1ccc(C(=O)Nc2ccccn2)cc1,0,-7,-4,0,-3,0.0,-1.5,5,-16
O=C(O)COc1ccc(NC(=O)c2ccc3c(c2)C(=O)N(Cc2ccccc2)C3=O)cc1,28,3,-3,-11,3,0.0,-2.7,21,5
CCC1=NN2C(=N)/C(=C/c3cc(C)n(Cc4ccccc4)c3C)C(=O)N=C2S1,0,-9,-6,-7,4,0.0,0.3,9,2
CCOC(=O)N1CCN(C(=O)c2ccccc2NC(=O)COc2ccccc2)CC1,1,-1,-4,7,0,0.0,-1.1,-14,2
S=c1nc[nH]c2c1ncn2C1CCCO1 (stereo not given),1,2,-1,1,6,-0.1,-0.4,-5,6
Cc1ccc([N+](=O)[O-])cc1S(=O)(=O)Nc1ccc(C(=O)N(C)C)cc1,6,11,1,0,1,-0.1,-0.3,2,-4
CCC(C(=O)Nc1ccccc1-c1ccccc1)c1ccccc1 (stereo not given),1,5,5,3,5,0.1,-0.9,-2,8

compound,GRK2 inh,MCL1 BIM primary,Fam108B counter,PME-1 inh,BCLXL inh,Efflux pump mplx,MEX-5 binding,VLA-4 inh,GLD-1 TGE inh
COc1cccc(NC(=O)C2C3C=CC(O3)C2C(=O)O)c1 (stereo not given),1,4,3,1,5,0.0,-0.5,3,2
O=C(Nc1ccc2[nH]ccc2c1)c1cccs1,3,-1,-3,0,4,0.0,1.0,3,-4
Cc1nc(C(=O)NNC(=O)c2ccc(C(F)(F)F)cc2)cs1,1,-2,3,-1,0,-0.1,-1.2,4,4
COC(=O)c1cccc(NC(=O)c2ccc3c(c2)C(=O)N(CC2CCCO2)C3=O)c1 (stereo not given),2,6,-3,-1,4,-0.1,1.4,2,0
COc1ccccc1N1CCN(S(=O)(=O)c2cc(C(F)(F)F)cc(C(F)(F)F)c2)CC1,1,-6,-1,1,3,-0.1,-0.1,17,1
CC(=C/c1ccccc1)/C=N/N1CCN(Cc2ccc(C)cc2)CC1,0,0,1,1,0,0.0,-2.9,-2,3
C=C(C)C(=O)N1CC2(CC(c3cccc(NC(=O)c4ccccc4)c3)=NO2)C[C@@H]1C(N)=O (stereo not given in full),0,12,1,2,8,-0.2,-3.9,11,-2
CCN(Cc1ccc2c(c1)OCO2)C(=O)/C=C/c1cccc(Br)c1,0,-13,-4,3,-8,0.0,3.2,9,-1
CC(=O)c1nn(-c2cccc(Br)c2)cc1C(=O)c1ccccc1,0,-1,-3,-1,0,0.2,2.2,-43,3
COC(=O)Nc1ccc(S(=O)(=O)N(CCO)CC(F)(F)C(F)F)cc1,2,-4,4,0,1,0.0,1.8,-2,0
